Tau fibril FP = inhibitors of human tau fibril formation; P10636; K18 P301L tau heparin fibrillization, Alexa594 FP, 6 h; Potency, µM (doses to about 57.7 µM), for the others: at the top dose activity, negative = inhibition, most hits filed as inhibitors; 280,000 compounds, 0.39% hits; further: on the % scale 0 is the no-effect control and ±100 the full control effect; nearly all actives have a fitted effect of over 55% in size
Target sequence (P10636 561-689 P618L limits assumed): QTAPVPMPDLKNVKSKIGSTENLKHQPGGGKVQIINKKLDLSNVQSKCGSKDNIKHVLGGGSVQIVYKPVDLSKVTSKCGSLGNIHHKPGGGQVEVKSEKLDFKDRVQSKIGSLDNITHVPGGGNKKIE
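FP of Alexa 594-tau after heparin (20 uM) induction. Substrate: human K18 P301L, 15 uM unlabeled, 0.24 uM labeled. Buffer 100 mM sodium acetate pH 7. 6 hr, 37 C.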
TRb-SRC2 inh = disrupts binding of human TR beta to SRC2 | P10828 | TRbeta-SRC2 peptide binding, fluorescence polarization; receptor liganded with 1 µM T3 | Potency, µM (doses to about 106 µM), for inactives: at the top dose activity change, negative = inhibition, most hits filed as inhibitors | 280,000 compounds, 0.065% hits;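 further: plate controls were bound peptide for no effect and peptide without receptor for full effect; nearly all actives have a fitted effect of over 50% in size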
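Fluorescence polarization of 20 nM Texas Red SRC2 peptide with 0.6 uM human TRb ligand-binding domain, in Tris buffer with 1uM T3 and 5% DMSO. Incubated 5 hr ambient; normalized to unbound and bound controls.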
RECQ1 helicase = inhibitors of human RECQ1 DNA helicase; Potency, µM (highest dose often 57.3 µM), for inactives: at the top dose activity, negative = inhibition, hits mostly inhibitors; 240,000 compounds, 0.54% hits; AID 2549; P46063; RECQ1 DNA unwinding, red fluorescence kinetic read;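 further: plate controls were vehicle for no effect and no enzyme for full effect; nearly all actives have a fitted effect of over 30% in size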
Target sequence (P46063 whole entry, looked up): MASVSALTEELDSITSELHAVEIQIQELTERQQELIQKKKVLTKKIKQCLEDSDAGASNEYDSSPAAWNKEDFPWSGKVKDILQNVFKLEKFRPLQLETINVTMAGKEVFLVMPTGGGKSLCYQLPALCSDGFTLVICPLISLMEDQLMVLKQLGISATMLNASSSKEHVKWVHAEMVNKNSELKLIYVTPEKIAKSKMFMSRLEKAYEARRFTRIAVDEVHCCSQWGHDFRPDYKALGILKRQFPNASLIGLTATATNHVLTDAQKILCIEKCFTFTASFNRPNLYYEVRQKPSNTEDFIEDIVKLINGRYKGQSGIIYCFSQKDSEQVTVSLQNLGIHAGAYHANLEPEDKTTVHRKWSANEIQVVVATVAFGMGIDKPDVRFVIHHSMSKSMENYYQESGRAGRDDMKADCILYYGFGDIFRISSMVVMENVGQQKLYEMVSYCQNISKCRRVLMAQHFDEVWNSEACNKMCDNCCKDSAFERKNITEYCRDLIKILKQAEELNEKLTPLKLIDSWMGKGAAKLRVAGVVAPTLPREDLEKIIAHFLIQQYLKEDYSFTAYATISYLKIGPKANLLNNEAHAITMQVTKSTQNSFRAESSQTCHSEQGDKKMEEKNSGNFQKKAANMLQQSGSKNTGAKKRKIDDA
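50 nM RECQ1T1 preincubated 15 min with compound in Tris pH 8.0 buffer with MgCl2, DTT, Tween-20 and 2.5 ug/ml poly(dI-dC); started with 200 nM TAMRA/BHQ-2 forked duplex and 2 mM ATP. Unwinding read as fluorescence (525/598 nm), two reads 2 h apart.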
TR SRC2 fluor cs = alters Texas Red total fluorescence, flagging assay interference. 280,000 compounds, 0.29% hits. Potency, µM (series often up to 106 µM), inactives show at the highest dose fluorescence change, negative = quenching. TRb/SRC2 Texas Red total fluorescence interference. AID 1479; active means well fitted curve in either direction with a large enough effect; inconclusive means small, poorly fitted or top-dose-only effect; further: on the % scale 0 is the no-effect control and ±100 the full control effect
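Human TRb ligand-binding domain at 0.6 uM with 20 nM Texas Red SRC2 peptide in Tris buffer containing 1 uM T3 and 5% DMSO, incubated with compound 5 h at ambient temperature. Total fluorescence (555/632 nm) calculated as parallel + 2 × perpendicular.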
Tau fluor counter = counter-screen for tau fibril formation inhibitors. tau K18 P301L Alexa594 fluorescence, heparin fibrillization. Potency, µM (titrated, usually from 57.7 µM), for inactives: top-dose activity change, negative = decrease. 280,000 compounds, 0.93% hits; further: on the % scale 0 is the no-effect control and ±100 the full control effect; nearly all actives have a fitted effect of over 55% in size
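Human K18 P301L tau (15 uM unlabeled plus 0.24 uM Alexa 594-labeled, final) in 100 mM sodium acetate pH 7 was mixed with compound and 20 uM heparin and incubated 6 hr at 37 C.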
HTT cytoprotect = cytoprotection in Huntington HTT-Q103 PC12 cell model | PC12 HTT-Q103 induced, cytoprotection, ATP luminescence, 40 h | AID 1471 | 230,000 compounds, 0.14% hits | Potency, µM (doses to about 56.4 µM), for inactives: cytoprotection (ATP increase), hits mostly activators;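 further: % of control where 0% means no effect; nearly all actives have a fitted effect of over 45% in size; toxic huntingtin expression switched on by the ecdysone agonist tebufenozide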
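PC12 cells stably carrying ecdysone-inducible Htt exon 1 (Q103)–GFP were induced with 100 nM tebufenozide (final) alongside library compounds in a dose series. Cytoprotection was scored as retained ATP by ATPlite luminescence.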
L3MBTL1 block = inhibitors of human L3MBTL1 | 230,000 compounds, 0.66% hits | AID 485360 | AlphaScreen L3MBTL1–H3K9me1 peptide binding | Q9Y468 | Potency, µM (titrated, usually from 57.1 µM), inactives show at the highest dose activity, negative = inhibition, usual class: inhibitors; further: on the % scale 0 is the no-effect control and ±100 the full control effect; nearly all actives have a fitted effect of over 60% in size
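Displacement of a biotinylated histone H3(1-15) peptide monomethylated at Lys9 (75 nM) from L3MBTL1 (50 nM) was measured by AlphaScreen after a 30 min room-temperature compound incubation; cefsulodin titration served as intraplate control.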
Tau ThT inhib = blocks human tau fibril formation measured by thioflavin T. P10636. 270,000 compounds, 2.1% hits. recombinant tau K18 P301L (four-repeat tau fragment), heparin-induced fibrillization, ThT fluorescence. Potency, µM (titrated, usually from 57.4 µM), inactives show top-dose activity, negative = inhibition, usual class: inhibitors; further: on the % scale 0 is the no-effect control and ±100 the full control effect; nearly all actives have a fitted effect of over 55% in size
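K18 P301L tau (15 uM + 0.24 uM Alexa 594-tagged), heparin 20 uM, NaOAc pH 7, 6 h 37 C; ThT 30 uM, 1 h RT, ex 450/em 510 nm.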
* marks the source's active call; other numbers are inactive results; i = inactive; ? = inconclusive; . = not tested or not shown; & = joins results of further samples; [ ] = dose if it differs, or a comment. Unless noted, the call rests on the fitted dose curve; in most records, active means well fitted curve in the direction sought with a large enough effect; inconclusive means small, poorly fitted or top-dose-only effect, or another doubt; inactive means no such curve, though single readings can be large; an effect the other way counts as inactive or inconclusive. Potency means the concentration at half of the fitted maximal effect. These rows are one share of the data; rates above refer to the full screens.

Values run as follows: Tau fibril FP, TRb-SRC2 inh, RECQ1 helicase, TR SRC2 fluor cs, Tau fluor counter, HTT cytoprotect, L3MBTL1 block, Tau ThT inhib
[1] CCOc1ccc(-n2cc(C(=O)N3CCN(C)CC3)c3cc(OC)c(OC)cc3c2=O)cc1
    0%, -14%, -11%, 2%, 5%, 8%[10 µM], 8%, -2%
[2] S=C(NCCCn1ccnc1)NC1CCCCC1
    -3%, -3%, -11%, -3%, 8%, 28%[10 µM], 0%, 10%
[3] COc1ccc(C2CC(=O)c3cc(-c4nc(-c5ccc(Cl)cc5)cs4)c(=O)[nH]c3C2)cc1 (configuration not stated)
    -14%, -2%, ., 15%, -26%, ., ., ?
[4] Cc1ccccc1-c1noc(-c2ccc(Cl)cc2)n1
    3%, -1%, i, -2%, -7%, 6%, 8%, -10%
[5] Cc1cc2nc(C3CCN(CC4COc5ccccc5O4)CC3)[nH]c2cc1C (configuration not stated)
    3%, 2%, 2%, -2%, -17%, 36%[10 µM], 2%, -14%
[6] O=C(Nc1cccc([N+](=O)[O-])c1)c1ccc(-c2ccccc2)cc1
    -5%, 4%, 5%, 3%, -17%, ., 3%, -10%
[7] CCOC(=O)c1c(C)[nH]c(C(=O)COC(=O)c2oc3ccccc3c2C)c1C
    -6%, -9%, i, 2%, -3%, -32%, ., -11%
[8] Cc1ccc(S(=O)(=O)C2(C(=O)NCc3ccc4c(c3)OCO4)CC2)cc1
    -1%, 5%, -1%, -1%, -3%, 29%, 8%, -10%
[9] Cc1cccc(NC(=S)NC2CCCCC2)n1
    -5%, -7%, i, -2%, 3%, 15%[10 µM], -16%, -1%
[10] CN(CC(=O)Nc1ccc([N+](=O)[O-])cc1Br)Cc1c(F)cccc1Cl
    1%, -6%, i, -4%, ?, 9%[10 µM], -23%, -18%
[11] S=C(S)O[C@@H]1C[C@@H]2C[C@H]1[C@@H]1CCC[C@H]21
    -7%, -10%, -20%, -3%, -30%, ?, ., ?
[12] Cc1cc(C)c2[nH]c(=O)c(CN(Cc3ccccc3)C(=S)NCCCN(C)C)cc2c1
    2%, 2%, 6%, -2%, 2%, -9%[10 µM], -7%, -2%
[13] N#Cc1ccc(-c2ccc(OCC(O)Cn3nnc4ccccc43)cc2)cc1 (configuration not stated)
    -14%, 0%, -4%, -1%, ?, -1%, 6%, -22%
[14] Cc1cccc(-n2ncc3c(N(C)Cc4ccccc4)ncnc32)c1
    -2%, 2%, i, -7%, -6%, -12%[10 µM], ., -2%
[15] COc1cccc2cc(C(=O)N3CCc4ccccc43)c(=O)oc12
    -3%, 0%, 10%, -3%, -6%, -7%, ., -4%
[16] COc1cc2c(cc1NC(=O)c1ccc(C(C)(C)C)cc1)CCCC2
    -1%, -22%, i, 0%, -12%, -21%, 7%, ?
[17] COc1ccc(C)cc1NC(=O)N(C(C)C)C1CCN(C(C)=O)CC1
    -1%, -6%, ., -1%, -29%, ., ., -17%
[18] CC(C)=CCn1cnc2c1C(NOCc1ccccc1)=NCN2
    2%, 12%, 13%, -2%, -2%, -36%, ., -1%
[19] CCCCCn1c(SCC2CCCO2)nc2cc(C(=O)N3CCC(C(N)=O)CC3)ccc2c1=O (configuration not stated)
    3%, -4%, -5%, -1%, -2%, 0%, -3%, -10%
[20] Cc1ccc(-c2nc3c(c(SCc4ccc(Br)cc4)n2)Cc2c(CO)cnc(C)c2O3)cc1
    5%, 2%, ., -2%, 7%, ., ., 3%

Reformatted tab-delimited: part of the list above
no.	SMILES	Tau fibril FP	TRb-SRC2 inh	RECQ1 helicase	TR SRC2 fluor cs	Tau fluor counter	HTT cytoprotect	L3MBTL1 block	Tau ThT inhib
10	CN(CC(=O)Nc1ccc([N+](=O)[O-])cc1Br)Cc1c(F)cccc1Cl	1%	-6%	i	-4%	?	9%[10 µM]	-23%	-18%
11	S=C(S)O[C@@H]1C[C@@H]2C[C@H]1[C@@H]1CCC[C@H]21	-7%	-10%	-20%	-3%	-30%	?	.	?
12	Cc1cc(C)c2[nH]c(=O)c(CN(Cc3ccccc3)C(=S)NCCCN(C)C)cc2c1	2%	2%	6%	-2%	2%	-9%[10 µM]	-7%	-2%
13	N#Cc1ccc(-c2ccc(OCC(O)Cn3nnc4ccccc43)cc2)cc1 (configuration not stated)	-14%	0%	-4%	-1%	?	-1%	6%	-22%
14	Cc1cccc(-n2ncc3c(N(C)Cc4ccccc4)ncnc32)c1	-2%	2%	i	-7%	-6%	-12%[10 µM]	.	-2%
15	COc1cccc2cc(C(=O)N3CCc4ccccc43)c(=O)oc12	-3%	0%	10%	-3%	-6%	-7%	.	-4%
16	COc1cc2c(cc1NC(=O)c1ccc(C(C)(C)C)cc1)CCCC2	-1%	-22%	i	0%	-12%	-21%	7%	?
17	COc1ccc(C)cc1NC(=O)N(C(C)C)C1CCN(C(C)=O)CC1	-1%	-6%	.	-1%	-29%	.	.	-17%
18	CC(C)=CCn1cnc2c1C(NOCc1ccccc1)=NCN2	2%	12%	13%	-2%	-2%	-36%	.	-1%
19	CCCCCn1c(SCC2CCCO2)nc2cc(C(=O)N3CCC(C(N)=O)CC3)ccc2c1=O (configuration not stated)	3%	-4%	-5%	-1%	-2%	0%	-3%	-10%
20	Cc1ccc(-c2nc3c(c(SCc4ccc(Br)cc4)n2)Cc2c(CO)cnc(C)c2O3)cc1	5%	2%	.	-2%	7%	.	.	3%

Next part
Values run as follows: Tau fibril FP, TRb-SRC2 inh, RECQ1 helicase, TR SRC2 fluor cs, Tau fluor counter, HTT cytoprotect, L3MBTL1 block, Tau ThT inhib
[21] CCCCn1c(Oc2cccc(C(=O)OC)c2)nc2c1c(=O)n(C)c(=O)n2C
    -9%, 2%, ., 0%, -6%, ., ., 5%
[22] CC(=O)c1cccc(NC(=O)N2CCCC2C(=O)NCCc2ccccc2)c1 (configuration not stated)
    -1%, 0%, 10%, -2%, -9%, -5%, ., -9%
[23] CC1C=CCC2C(=O)N(c3ccc(OC(=O)c4cccs4)cc3)C(=O)C12 (configuration not stated)
    -8%, 1%, -2%, -2%, -14%, ., 6%, -3%
[24] COc1ccc(NC(=S)Nc2cc(C(F)(F)F)ccc2F)cc1
    5%, 2%, i, -1%, -6%, -14%, -1%[11.4 µM], 0%
[25] O=C(CSCc1ccc(F)cc1)NCc1ccc(F)cc1
    1%&-3%, 1%&0%, -2%, 0%&-2%, -3%&-8%, 2%, ., -4%&7%
[26] Oc1c(Br)cc(Br)cc1C=Nc1ccc2c(c1)OCO2
    ?, 7%, i, 1%, -7%, ?, -6%, 20µM*
[27] O=C(NCc1ccco1)C(=S)N1CCCCC1
    0%, 0%, i, 1%, -8%, -43%[inhibitor][1.9 µM], 7%, -7%
[28] COc1cc(NC(=O)Cc2nn(C)c(=O)c3ccccc23)cc(OC)c1
    -13%, -1%, -7%, -1%, 0%, -41%, 0%, 1%
[29] Cc1ccc(C)c(S(=O)(=O)N2CCCOC2CNC(=O)C(=O)NCc2cccnc2)c1 (configuration not stated)
    7%, -5%, ?, -3%, 1%, -29%, 16%, 5%
[30] CC(C)COP(=O)(c1ccc(N(C)C)cc1)C(O)c1ccccc1F (configuration not stated)
    4%, -11%, i, -2%, 4%, 3%, 3%, 0%
[31] Cc1c(OCC(=O)OC(C)(C)C)ccc2c3c(c(=O)oc12)CCC3
    3%, 3%, -4%, 4%, -1%, -19%[0.074 µM], -2%, -12%
[32] COc1ccc(NC2CCN(C3CC(=O)N(c4ccc(F)c(Cl)c4)C3=O)CC2)cc1 (configuration not stated)
    8%, -1%, -2%, 1%, -22%, 1%, -22%, ?
[33] O=C(OC(c1ccccc1)c1nccc2ccccc12)c1cccc([N+](=O)[O-])c1 (configuration not stated)
    2%, -6%, -20%, 6%, ?, 16%[10 µM], -9%, -17%
[34] COc1cc2nc(CN3CCN(c4ncc(C(F)(F)F)cc4Cl)CC3)[nH]c(=O)c2cc1OC
    -11%, -15%, 10%, -5%, -12%, 15%, -9%, -9%
[35] Nc1cc(=O)nc(SCC(=O)Nc2ccc(F)cc2)n1-c1ccc(Cl)cc1
    -2%, 8%, ., 4%, -13%, ., ., -8%
[36] NC(=O)c1cc(C(=O)c2cccc(Cl)c2Cl)c[nH]1
    5%, 5%, i, -1%, -3%, -4%, ?, -6%
[37] Cc1ccc(CN2CCCn3nc(C(=O)NCC(C)c4ccccc4)cc3C2=O)cc1 (configuration not stated)
    -5%, -1%, ., 1%, 4%, ., ., 3%
[38] COc1ccc2ccc(=O)oc2c1CC(O)C(C)(C)O (configuration not stated)
    -9%, 2%, i, -3%, -2%, -13%[10 µM], ., -5%
[39] O=C(NN1C(=O)C2C3C=CC(C4CC34)C2C1=O)c1ccc(Cl)c(Cl)c1 (configuration not stated)
    -17%, -6%, -3%, -4%, -9%, 7%[10 µM], 12%, -2%
[40] CSc1cccc(CN2CCC(CO)(Cc3ccccc3)CC2)c1
    -9%, 5%, 1%, 2%, -16%, -13%[10 µM], -10%, -9%

Next results:
Values run as follows: Tau fibril FP, TRb-SRC2 inh, RECQ1 helicase, TR SRC2 fluor cs, Tau fluor counter, HTT cytoprotect, L3MBTL1 block, Tau ThT inhib
[41] CN1CCN(Cc2c(O)ccc3cc(Br)ccc23)CC1
    ?, 1%, -13%, -5%, -21%, -22%, -26%, ?
[42] Cc1noc(C)c1COc1ccc(C(=O)OCC(=O)Nc2cccc(S(=O)(=O)N3CCOCC3)c2)cc1
    -11%, -1%, -2%, 2%, ?, -31%[10 µM], 1%, 1%
[43] CCOC(=O)C1=C(CSc2nc(C)ccc2C#N)OC(N)=C(C#N)C1c1cccc(OC)c1OC (configuration not stated)
    7%, 3%, -14%, -3%, -13%, -16%[0.074 µM], -9%, -7%
[44] O=C1c2ccccc2OC2(C=Cc3ccccc3O2)N1Cc1ccccc1 (configuration not stated)
    -6%, -11%, -20%, -1%, -15%, -45%[inhibitor], ., -14%
[45] CC(Cc1ccccc1)(NC(=O)CN)c1ccccc1 (configuration not stated)
    -3%, -2%, -1%, -3%, -1%, ., ., -7%

High-throughput results (PubChem BioAssay)
